# Mtb BioA inh = M. tuberculosis BioA enzyme inhibitors, primary screen, biochemical, plate reader, single point, HTS; inhibition, % at 9.99 µM; 0.096% of 360,000 active; AID 602481, 2012; purified M. tuberculosis BioA enzyme; 7,8-diaminopelargonic acid synthase BioA (Mycobacterium tuberculosis); in the data active = inhibition above about 40%
# * hit, by the source's call. Not all compounds are listed, so the mix of outcomes need not match the whole.
nr | Structure | Mtb BioA inh
1 | C[C@@H]1CN([C@@H](C)CO)C(=O)c2cc(NC(=O)Cc3cn(C)c4ccccc34)ccc2O[C@H]1CN(C)Cc1ccc(C(=O)Nc2ccccc2N)cc1 | 4.5
2 | CC(C)NC(=O)Nc1ccc2c(c1)C(=O)N(C)[C@H]1CC[C@@H](CC(=O)Nc3ccccc3)O[C@H]1CO2 | -0.1
3 | C[C@H](CO)N1C[C@H](C)[C@H](CN(C)S(=O)(=O)c2cn(C)cn2)Oc2ccc(NS(=O)(=O)c3ccc(F)cc3)cc2CC1=O | 0.3
4 | CC=Cc1ccc2n(c1=O)C[C@@H]1[C@@H](CO)[C@H](C(=O)NCCOC)[C@H]2N1Cc1ccccc1 (mixture of isomers) | -0.6
5 | COc1cccc(NC(=O)N[C@@H]2CC[C@@H](CC(=O)Nc3ccc(-c4ccccc4)cc3)O[C@H]2CO)c1 | 2.8
6 | C[C@H](CO)N1C[C@H](C)[C@H](CN(C)S(=O)(=O)c2ccsc2)OCc2ccccc2-c2c(n(C)c3ccccc23)C1=O | 1.9
7 | O=C(c1ccccc1)N1C[C@H]2[C@@H](c3ccccc31)[C@@H](CO)N2S(=O)(=O)c1ccccc1 | -3.1
8 | Cc1noc(C)c1NC(=O)Nc1ccc2c(c1)C(=O)N([C@H](C)CO)C[C@@H](C)[C@@H](CN(C)S(=O)(=O)c1c(C)noc1C)O2 | -0.1
9 | C[C@@H]1CCCCO[C@@H](CN(C)C(=O)Nc2cccc3ccccc23)[C@H](C)CN([C@@H](C)CO)C(=O)c2cc(NS(=O)(=O)c3ccc(F)cc3)ccc2O1 | -1.5
10 | COc1ccc(S(=O)(=O)Nc2ccc3c(c2)C(=O)N([C@@H](C)CO)C[C@H](C)[C@H](CN(C)Cc2ccccc2)OCCCC[C@@H](C)O3)cc1 | 6.4
11 | CO[C@@H]1CN(C)C(=O)c2cc(NC(=O)Nc3cc(F)ccc3F)ccc2OC[C@H](C)N(C)C[C@@H]1C | 1.9
12 | COc1ccc(S(=O)(=O)N[C@@H]2CC[C@H](CCNC(=O)Cc3ccccn3)O[C@H]2CO)cc1 | 3.9
13 | CO[C@@H]1CN(C)C(=O)c2ccc(NC(C)=O)cc2OC[C@@H](C)N(CCc2ccccc2)C[C@H]1C | 3.9
14 | Cc1noc(C)c1S(=O)(=O)Nc1ccc2c(c1)C(=O)N([C@@H](C)CO)C[C@@H](C)[C@@H](CN(C)S(=O)(=O)c1cn(C)cn1)OCCCC[C@H](C)O2 | 0.9
15 | CC(C)NC(=O)NCC[C@@H]1CC[C@@H](NC(=O)CN(C)C)[C@@H](CO)O1 | -6.8

# From entry 11 as far as 14, copied from above:
nr | Structure | Mtb BioA inh
11 | CO[C@@H]1CN(C)C(=O)c2cc(NC(=O)Nc3cc(F)ccc3F)ccc2OC[C@H](C)N(C)C[C@@H]1C | 1.9
12 | COc1ccc(S(=O)(=O)N[C@@H]2CC[C@H](CCNC(=O)Cc3ccccn3)O[C@H]2CO)cc1 | 3.9
13 | CO[C@@H]1CN(C)C(=O)c2ccc(NC(C)=O)cc2OC[C@@H](C)N(CCc2ccccc2)C[C@H]1C | 3.9
14 | Cc1noc(C)c1S(=O)(=O)Nc1ccc2c(c1)C(=O)N([C@@H](C)CO)C[C@@H](C)[C@@H](CN(C)S(=O)(=O)c1cn(C)cn1)OCCCC[C@H](C)O2 | 0.9

# (listing goes on)
nr | Structure | Mtb BioA inh
16 | CCC(=O)NC[C@H]1[C@@H](c2ccc(C3=CCCC3)cc2)[C@H](CO)N1C(C)=O | 11.0
17 | C[C@@H]1CN([C@@H](C)CO)C(=O)c2cc(NC(=O)Nc3ccc(C(F)(F)F)cc3)ccc2O[C@@H](C)CCCCO[C@@H]1CN(C)Cc1ccc(C(F)(F)F)cc1 | -0.3
18 | CCCNC(=O)N(C)C[C@H]1Oc2ncc(C#Cc3ccncc3)cc2C(=O)N([C@@H](C)CO)C[C@@H]1C | -2.2
19 | CO[C@H]1CN(C)C(=O)c2ccc(NS(=O)(=O)c3ccc(C)cc3)cc2OC[C@H](C)N(Cc2nccs2)C[C@H]1C | 3.6
20 | COc1ccccc1CNC(=O)C[C@@H]1CC[C@H]2[C@@H](COC[C@@H](O)CN2C(=O)Nc2ccccc2)O1 | -0.2
21 | Cc1noc(C)c1NC(=O)Nc1ccc2c(c1)CC(=O)N([C@@H](C)CO)C[C@H](C)[C@@H](CN(C)C(=O)Nc1ccc(F)cc1)O2 | -5.2
22 | C[C@@H]1CN([C@@H](C)CO)C(=O)Cc2cc(NC(=O)Nc3ccc(F)cc3)ccc2O[C@@H]1CN(C)S(C)(=O)=O | 0.4
23 | COc1ccc(CN(C)C[C@H]2OCCCC[C@H](C)Oc3ccc(NC(=O)NC4CCCCC4)cc3C(=O)N([C@H](C)CO)C[C@@H]2C)cc1 | 1.5
24 | C[C@H](CO)N1C[C@H](C)[C@H](CN(C)C(=O)Cc2cccnc2)Oc2ncc(C#CCc3ccccc3)cc2C1=O | -3.1
25 | C[C@@H]1CN([C@@H](C)CO)S(=O)(=O)c2ccc(-c3ccc(F)cc3)cc2O[C@@H]1CN(C)CC1CC1 | -1.5
26 | O=C(N[C@H]1C=C[C@H](CC(=O)N2CCN(c3ccccc3)CC2)O[C@H]1CO)c1ccccc1 | 4.5
27 | CC=Cc1ccc2n(c1=O)C[C@H]1[C@H](CO)[C@@H](C(=O)NCC)[C@@H]2N1Cc1nccs1 (mixture of isomers) | -0.2
28 | C[C@H]1CN([C@@H](C)CO)C(=O)c2cc(/C=C/c3ccccc3)cnc2O[C@@H]1CN(C)C(=O)NC1CCCCC1 | -4.2
29 | CCC(=O)N1C[C@@H](O)COC[C@@H]2O[C@H](CC(=O)NCc3cc(F)cc(F)c3)CC[C@H]21 | 1.2
30 | CCCC#Cc1cnc2c(c1)C(=O)N([C@H](C)CO)C[C@H](C)[C@@H](CN(C)Cc1ccncc1)O2 | 0.6
31 | OC[C@@H]1[C@H](c2ccc(C3=CCCC3)cc2)[C@H]2CN(Cc3ccncc3)CCCCN12 | -1.3
32 | COc1ccc(NC(=O)N(C)C[C@@H]2Oc3c(NC(=O)c4cnccn4)cccc3C(=O)N([C@@H](C)CO)C[C@H]2C)cc1 | -0.4
33 | C[C@H]1CN([C@@H](C)CO)C(=O)c2c(c3ccccc3n2C)-c2ccccc2CO[C@@H]1CN(C)C(=O)[C@@H](Cc1ccccc1)N(C)C | -2.1
34 | C[C@H](CO)N1C[C@H](C)[C@@H](CN(C)C(=O)Nc2ccc3c(c2)OCO3)Oc2ccc(NC(=O)CCN3CCOCC3)cc2CC1=O | 0.5
35 | C[C@@H]1CN([C@@H](C)CO)C(=O)c2cc(NC(=O)CCC(F)(F)F)ccc2O[C@@H](C)CCCCO[C@@H]1CN(C)C(=O)Cc1ccccc1 | 0.0
36 | COCc1cn(CC[C@H]2CC[C@H](NC(=O)Nc3ccc(F)cc3)[C@@H](CO)O2)nn1 | 5.2
37 | C[C@@H]1CN([C@@H](C)CO)C(=O)c2ccccc2-c2ccccc2CO[C@@H]1CN(C)C(=O)c1ccccc1 | 0.3
38 | C[C@H](CO)N1C[C@H](C)[C@H](CN(C)Cc2ccncc2)Oc2c(NC(=O)Nc3ccc(F)cc3)cccc2C1=O | -0.4
39 | C[C@@H]1CN([C@@H](C)CO)C(=O)c2cccc(NC(=O)C3CC3)c2O[C@@H]1CN(C)Cc1ccc(Oc2ccccc2)cc1 | -1.3
40 | CCNC(=O)C[C@@H]1CC[C@H]2[C@@H](COc3ccc(NC(=O)C4CCCCC4)cc3C(=O)N2C)O1 | -1.3
41 | CCCNC(=O)N1[C@H](CNC(C)=O)[C@H](c2ccc(C3=CCCC3)cc2)[C@@H]1CO | 0.2
42 | CCCNC(=O)[C@@H]1[C@@H](CO)[C@@H]2Cn3c(cccc3=O)[C@H]1N2CCC(F)(F)F | -1.1
43 | Cc1ccccc1S(=O)(=O)N1CCCCN2[C@H](CO)[C@@H](c3ccc(-c4ccccc4)cc3)[C@@H]2C1 | -0.9
44 | C[C@@H]1CN([C@@H](C)CO)C(=O)c2cc(NC(=O)Nc3ccc(F)cc3)ccc2O[C@@H](C)CCCCO[C@H]1CN(C)Cc1ccc(C(F)(F)F)cc1 | -0.5
45 | COCC(=O)N(C)C[C@@H]1Oc2cc(C#CCN(C)C)ccc2S(=O)(=O)N([C@@H](C)CO)C[C@@H]1C | -2.4
46 | C[C@@H](NC(=O)C[C@H]1C[C@@H]2c3cc(NC(=O)C4CCOCC4)ccc3O[C@@H]2[C@@H](CO)O1)c1ccccc1 | 1.8
47 | COc1ccc(S(=O)(=O)Nc2ccc3c(c2)C(=O)N([C@@H](C)CO)C[C@@H](C)[C@@H](CN(C)CC2CCCCC2)O3)cc1 | 2.3
48 | CC(C)NC(=O)Nc1ccc2c(c1)CC(=O)N([C@H](C)CO)C[C@@H](C)[C@H](CN(C)Cc1ccc(C(F)(F)F)cc1)O2 | 9.5
49 | C[C@@H]1CN([C@H](C)CO)S(=O)(=O)c2ccc(C#CCN(C)C)cc2O[C@H]1CN(C)C | -3.3
50 | CCCN(C)C[C@H]1Oc2cc(C#CCN(C)C)ccc2S(=O)(=O)N([C@H](C)CO)C[C@H]1C | 0.2
51 | CCCC(=O)Nc1ccc2c(c1)OC[C@H](C)N(Cc1ccncc1)C[C@H](C)[C@H](OC)CN(C)C2=O | -1.6
52 | CN(C)CC(=O)N1[C@H](CO)[C@@H](c2ccc(-c3cccc(C(=O)N(C)C)c3)cc2)[C@@H]1C#N | -2.0
53 | O=C(C[C@@H]1CC[C@@H]2[C@H](COC[C@H](O)CN2C(=O)Nc2cc(Cl)cc(Cl)c2)O1)NCC1CCCCC1 | -0.7
54 | CCC(=O)N1[C@@H]2CN(S(=O)(=O)c3ccccc3C)c3ccccc3[C@@H]2[C@@H]1CO | -4.5
55 | C[C@@H]1CN([C@@H](C)CO)C(=O)Cc2cc(NS(=O)(=O)c3cccs3)ccc2O[C@H]1CN(C)C(=O)Nc1ccc(C(F)(F)F)cc1 | -0.9
56 | C[C@@H]1CN([C@H](C)CO)C(=O)c2cccc(NS(=O)(=O)c3ccc(F)cc3)c2O[C@@H]1CN(C)Cc1ccc(-c2ccccc2)cc1 | 1.6
57 | COc1ccccc1-c1cn(CC[C@H]2CC[C@H](NC(=O)c3cnccn3)[C@H](CO)O2)nn1 | 1.2
58 | C[C@H]1CN([C@@H](C)CO)C(=O)c2cccc(NC(=O)c3cnccn3)c2O[C@H]1CN(C)S(=O)(=O)c1ccc(Cl)cc1 | -0.1
59 | O=C(O)C[C@H]1C[C@@H]2c3cc(NC(=O)c4ccc5c(c4)OCO5)ccc3O[C@@H]2[C@@H](CO)O1 | 3.8
60 | C/C=C/c1cnc2c(c1)C(=O)N([C@@H](C)CO)C[C@@H](C)[C@@H](CN(C)C(=O)c1cccnc1)O2 | -3.2
61 | CO[C@H]1CN(C)C(=O)c2ccc(NC(=O)c3cc(C)on3)cc2OC[C@@H](C)N(C(=O)C2CC2)C[C@@H]1C | 0.2
62 | C[C@@H]1CN([C@@H](C)CO)C(=O)c2cc(C#CCN(C)C)cnc2O[C@H]1CN(C)Cc1ccccc1F | 2.0
63 | CCCC#Cc1ccc([C@H]2[C@H](CO)N3CCCCN(Cc4cccnc4)C[C@@H]23)cc1 | -3.2
64 | C[C@@H]1CN([C@H](C)CO)S(=O)(=O)c2ccc(/C=C/c3ccccc3)cc2O[C@@H]1CN(C)C(=O)NC1CCCCC1 | -0.1
65 | C[C@@H]1CN([C@@H](C)CO)C(=O)c2cc(N(C)C)ccc2O[C@@H](C)CCCCO[C@@H]1CN(C)C(=O)C1CCCCC1 | 0.6
66 | CNC[C@@H]1OCCCC[C@@H](C)Oc2ccc(NC(=O)c3ccncc3)cc2C(=O)N([C@H](C)CO)C[C@@H]1C | -3.8
67 | C[C@H]1CN([C@@H](C)CO)C(=O)c2cc(NC(=O)Nc3ccc(C(F)(F)F)cc3)ccc2O[C@@H]1CN(C)Cc1ccc2c(c1)OCO2 | -1.5
68 | COc1ccc(CN(C)C[C@H]2Oc3ccc(NC(=O)Nc4ccc(C(F)(F)F)cc4)cc3C(=O)N([C@@H](C)CO)C[C@H]2C)cc1 | -2.3
69 | CN(C)C(=O)C[C@H]1CC[C@H]2[C@@H](COC[C@H](O)CN2C(=O)C2CCCC2)O1 | -0.6
70 | C[C@@H]1CCCCO[C@H](CN(C)S(=O)(=O)c2cn(C)cn2)[C@@H](C)CN([C@H](C)CO)C(=O)c2cc(NS(=O)(=O)c3cccs3)ccc2O1 | 0.3
71 | O=S(=O)(N[C@H]1CC[C@H](CCNS(=O)(=O)c2ccccc2Cl)O[C@@H]1CO)c1ccccc1 | 2.4
72 | COc1ccccc1CNC(=O)C[C@H]1CC[C@@H]2[C@H](COC[C@H](O)CN2C(=O)Nc2ccc(Cl)cc2)O1 | 3.5
73 | CO[C@H]1CC[C@H]2CCOc3ccc(C#N)cc3C(=O)N(C)C[C@@H](OC)[C@@H](C)C(=O)N(C)C[C@H]1O2 | -1.4
74 | C[C@H]1CCCCO[C@@H](CN(C)S(=O)(=O)c2ccccc2)[C@@H](C)CN([C@@H](C)CO)C(=O)c2cc(NC(=O)NC3CCCCC3)ccc2O1 | -1.0
75 | C[C@@H]1CN([C@H](C)CO)C(=O)c2cccc(NS(=O)(=O)c3ccc(Cl)cc3)c2O[C@H]1CN(C)S(=O)(=O)c1ccc(F)cc1 | -1.8
76 | CN1CCN(C(=O)C[C@H]2CC[C@@H]3[C@H](COC[C@H](O)CN3C(=O)Nc3ccc4c(c3)OCO4)O2)CC1 | -1.5
77 | COCC#Cc1ccc([C@H]2[C@@H](CO)N3CCCCN(S(=O)(=O)c4ccccc4C)C[C@H]23)cc1 | 3.8

# A different layout for some results above.
15. CC(C)NC(=O)NCC[C@@H]1CC[C@@H](NC(=O)CN(C)C)[C@@H](CO)O1
  Mtb BioA inh: -6.8

61. CO[C@H]1CN(C)C(=O)c2ccc(NC(=O)c3cc(C)on3)cc2OC[C@@H](C)N(C(=O)C2CC2)C[C@@H]1C
  Mtb BioA inh: 0.2

28. C[C@H]1CN([C@@H](C)CO)C(=O)c2cc(/C=C/c3ccccc3)cnc2O[C@@H]1CN(C)C(=O)NC1CCCCC1
  Mtb BioA inh: -4.2

# High-throughput results: PubChem BioAssay, Broad Institute
